Yeast growth inh = reduces growth of yeast BB579 in restrictive medium | S. cerevisiae BB579 growth, OD615, 48 h | inhibition, % at 10 µM | 140,000 compounds, 0.51% hits | AID 804;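 active = inhibition above a set limit, 3 SD over the mean compound inhibition, cut at about 44% in these data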; also: inactives centre near -24
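test system = yeast BB579 (DeaD) | buffer or medium = restrictive CSMM-D medium | doses = single compound dose of 10 µM, 0.25% DMSO final | times = 4 h preincubation and 48 h exposure at 30 °C | technique = culture absorbance at 615 nm | benchmarks = amphotericin B 10 µg/mL, positive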
NPY Y2 blocker = antagonists of human neuropeptide Y receptor Y2; P49146; NPY-Y2 expressing cells, antagonist mode; inhibition, % at 2.7 µM; 140,000 compounds, 0.99% hits; AID 793; in the data active = inhibition above about 17%;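 also: 0% = vehicle with agonist challenge and 100% = reference antagonist with challenge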
Target sequence (P49146 whole entry, looked up): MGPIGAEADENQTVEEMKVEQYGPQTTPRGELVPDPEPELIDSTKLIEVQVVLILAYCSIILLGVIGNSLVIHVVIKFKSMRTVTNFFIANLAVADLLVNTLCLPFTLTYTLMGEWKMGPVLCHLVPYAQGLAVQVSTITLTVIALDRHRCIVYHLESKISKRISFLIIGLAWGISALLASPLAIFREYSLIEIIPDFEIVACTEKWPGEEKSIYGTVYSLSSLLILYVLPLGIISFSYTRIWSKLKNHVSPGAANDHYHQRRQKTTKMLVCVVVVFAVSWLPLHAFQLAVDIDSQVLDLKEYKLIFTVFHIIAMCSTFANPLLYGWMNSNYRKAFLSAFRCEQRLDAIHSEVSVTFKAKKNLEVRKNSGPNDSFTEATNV
Phagocytosis inh = macrophage phagocytosis inhibition; J774A.1 macrophage IgG-bead phagocytosis, imaging; inhibition, % at 5 µM; 110,000 compounds, 0.07% hits;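 active = inhibition above the mean of the plate negative controls plus 5 SD, cut at about 13% in these data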;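 also: phagocytic index as fraction of beads internalized from green versus red external bead signal; plate controls were DMSO negative control for no effect and cytochalasin-D positive control for full effect; some results beyond the cut were filed as inactive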
bCat KO growth = beta-catenin-lacking colon tumor cell growth suppression. 140,000 compounds, 1.5% hits. HCT116 beta-catenin knockout viability, CellTiter-Glo, 60 h; hits give low values. viability, % at 10 µM;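 active = viability at or under a set limit, the compound median less 4 SD, cut at about 6% in these data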;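 also: 0% = Hyamine 1622 control at 20 µM and 100% = untreated cell control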
Measles CPE = protection of cells from measles virus; protection (pct of control), % at 4 µM; 140,000 compounds, 1.5% hits; AID 841; Measles virus-infected cells, CPE protection, absorbance; in the data active = protection mostly above about 24%, no sharp cut-off; inactive = mostly below about 26%; also: some compounds called inactive have numbers as strong as hits
E-sel TNF inh = blocks E-selectin expression induced by TNF alpha; inhibition, % at 2 µM; AID 1246; 120,000 compounds, 0.71% hits; HUVEC TNFa-induced E-selectin immunofluorescence, high content;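 active = inhibition above the batch mean plus 3 SD, and confirmed as a hit on visual image review, cut at about 43% in these data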;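 also: 0% = TNF-stimulated DMSO wells and 100% = unstimulated control wells; not every result past the cut was called active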
Yeast life ext = yeast lifespan extension; S. cerevisiae growth with nicotinamide, OD615; deaD strain in restrictive glucose medium; 130,000 compounds, 0.68% hits; AID 775; inhibition of the nicotinamide effect, % at 10 µM;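 active = inhibition above a set limit, placed 3 SD over the median of all compounds, cut at about 26% in these data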;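 also: 0% = nicotinamide-treated wells and 100% = cells grown without nicotinamide; some compounds called inactive have numbers as strong as hits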
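System: Modified budding yeast, DeaD strain | Buffer or medium: Restrictive glucose medium | Also added: 1.5 mM nicotinamide | Doses: 10 µM single point, 0.25% DMSO | Schedule: 48 h compound exposure at 30 °C, humidified | Detection: Absorbance at 615 nm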
HCT116 PTEN-null = suppresses growth of cells with PTEN deletion; 140,000 compounds, 1.2% hits; HCT116 PTEN-null viability, CellTiter-Glo, 60 h; hits give low values; viability, % at 10 µM; AID 827;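 active = viability at or below a set limit, 4 SD under the median of all tested compounds, cut at about 3.7% in these data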;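 also: PTEN knockout HCT116 line with beta catenin targeted HCT116 as companion control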
GALR2 blocker = antagonists of human galanin receptor 2 (GALR2). GALR2-expressing cells, antagonist mode. inhibition, % at 4 µM. 140,000 compounds, 0.39% hits; in the data active = inhibition above about 27%;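 also: cells stimulated with galanin 1-16 at roughly its EC80; 0% = agonist challenge control and 100% = basal control without agonist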
Target sequence (O43603 whole entry, looked up): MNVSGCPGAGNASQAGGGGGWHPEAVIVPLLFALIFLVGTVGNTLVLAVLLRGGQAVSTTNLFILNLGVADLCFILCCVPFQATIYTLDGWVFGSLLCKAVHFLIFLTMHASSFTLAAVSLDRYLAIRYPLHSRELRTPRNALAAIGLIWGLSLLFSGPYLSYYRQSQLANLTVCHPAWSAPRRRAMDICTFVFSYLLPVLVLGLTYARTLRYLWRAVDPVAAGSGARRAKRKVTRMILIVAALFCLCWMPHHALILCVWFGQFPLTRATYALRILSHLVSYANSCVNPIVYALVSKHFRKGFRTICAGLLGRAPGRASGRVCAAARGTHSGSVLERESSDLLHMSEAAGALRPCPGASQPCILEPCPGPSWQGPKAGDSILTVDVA
MRP1 act = activates MRP-1; viability increase, % at 10 µM; 140,000 compounds, 0.61% hits; AID 799; H69AR cells + doxorubicin, viability rescue, CellTiter-Glo;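 active = viability gain under doxorubicin at or above a set limit, the compound median plus 3 SD, cut at about 4.7% in these data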;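 also: MRP-1 overexpressing cells given doxorubicin 25 µM after compound pretreatment; 18-22 h compound pretreatment then 72 h with doxorubicin before readout; 0% = doxorubicin-only wells and 100% = vehicle-treated cells without doxorubicin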
Numbers without * were called inactive; . = no result given.

SMILES	Yeast growth inh	NPY Y2 blocker	Phagocytosis inh	bCat KO growth	Measles CPE	E-sel TNF inh	Yeast life ext	HCT116 PTEN-null	GALR2 blocker	MRP1 act
CC(C)N(Cc1ccccc1)C(=S)Nc1ccc(OC(F)F)cc1	13	-1	-3	69	17	4	7	84	-3	-2.3
COc1ccc2[nH]c3c(NCCN4CCCCC4)ncnc3c2c1	-2	-1	1	59	10	27	-20	59	8	-6.5
CCOC(=O)N1CCN(CC(=O)Nc2ccc([N+](=O)[O-])cc2C(=O)Nc2ccccc2F)CC1	-35	2	2	60	5	.	0	51	-1	-3.3
CC12CCC(C(=O)NCCN3CCCCC3)(CC1=O)C2(C)C (centres undefined)	-19	2	0	91	4	-10	-18	102	-3	-2.5
Oc1c(Cl)cc(Cl)cc1C=Nc1ccc(Br)cc1	5	0	.	38	12	-4	12	63	-1	-4.0
COc1ccc(-n2c(Cc3cccn3C)nnc2SCC(=O)Nc2ccccc2C)cc1	-12	2	0	85	17	.	-7	90	-18	-2.3
COc1ccccc1N1CCN(C(=O)CN(c2cc(C)cc(C)c2)S(C)(=O)=O)CC1	-35	1	0	87	46	-31	-21	86	-6	-1.9
Cn1c(SCC(=O)N2CCN(S(=O)(=O)c3ccccc3)CC2)nc2ccccc21	-48	1	.	95	16	.	-11	95	4	-3.9
CCOC(=O)C(CC)n1cnc2c(cnn2-c2ccc(Cl)cc2)c1=O (centres undefined)	3	3	0	58	9	-9	-4	58	-6	-0.6
O=C(c1cn(CC(=O)N2CCCC2)c2ccccc12)C1CCCCC1	-23	-2	-1	96	.	1	-4	100	6	-1.4
O=C(CCCCCN1C(=O)CCC1=O)Nc1ncn[nH]1	-38	-1	-2	107	7	-13	-5	95	8	0.3
COc1ccc(/C=C/C(=O)N[C@@H](C)C(=O)O)cc1	17	0	-2	94	5	4	0	103	6	-0.2
Cc1cccn2c(=O)c(C=Nc3ccccc3)c(NCCO)nc12	-33	1	1	90	5	.	-9	92	6	-1.7
COc1ccc(C(=O)CSc2ccc(-c3ccco3)nn2)cc1	-37	4	-13	84	8	-8	-1	87	0	0.3
O=C(OCc1nc(-c2ccccc2)oc1COC(=O)c1ccco1)c1ccco1	-14	7	-2	105	9	.	-6	93	-7	-0.1
CC(=O)c1cc2c(C)cc(=O)oc2cc1O	22	6	.	94	3	3	-16	91	4	-0.6
CC(C)OCCCNc1nc2c([nH]1)c(=O)n(C)c(=O)n2C	-55	-1	-1	100	5	.	2	102	13	-0.2
Cc1cc(N)n2ncc(-c3ccc(F)cc3)c2n1	-63	-4	-1	80	7	-9	-16	93	-4	-1.9
CCOc1ccc2nc(SCC(=O)c3ccc(C)s3)sc2c1	-56	16	1	106	15	8	-6	98	3	0.6
CCOc1ccc(/C=N/NC(=O)c2ccc(Cn3cc(Br)cn3)o2)cc1	2	-1	0	98	19	17	-5	96	-6	-1.9

Fetched one by one from above (three):
SMILES	Yeast growth inh	NPY Y2 blocker	Phagocytosis inh	bCat KO growth	Measles CPE	E-sel TNF inh	Yeast life ext	HCT116 PTEN-null	GALR2 blocker	MRP1 act
O=C(CCCCCN1C(=O)CCC1=O)Nc1ncn[nH]1	-38	-1	-2	107	7	-13	-5	95	8	0.3
CC12CCC(C(=O)NCCN3CCCCC3)(CC1=O)C2(C)C (centres undefined)	-19	2	0	91	4	-10	-18	102	-3	-2.5
O=C(c1cn(CC(=O)N2CCCC2)c2ccccc12)C1CCCCC1	-23	-2	-1	96	.	1	-4	100	6	-1.4

(further entries)
SMILES	Yeast growth inh	NPY Y2 blocker	Phagocytosis inh	bCat KO growth	Measles CPE	E-sel TNF inh	Yeast life ext	HCT116 PTEN-null	GALR2 blocker	MRP1 act
COc1ccc(-c2cc(C(=O)N3CCN(c4ccccn4)CC3)c3ccccc3n2)cc1	22	3	-2	38	9	-19	-21	30	4	-5.2
O=C1NN(c2ccccc2)C(=O)/C1=C/c1coc2ccccc2c1=O	-14	1	-2	67	4	.	26*	74	1	-1.1
O=C(c1ccc(Cl)c(S(=O)(=O)N2CCCCCC2)c1)N1CCN(CCO)CC1	-55	-1	-1	87	7	9	-10	96	9	-0.3
Cc1ccccc1NS(=O)(=O)c1cc(C(=O)NCCC2=CCCCC2)ccc1C	-19	5	.	77	10	-43	-6	67	-3	-3.4
Cc1cccc(NC(=O)CN2CCCN(S(=O)(=O)c3ccc(Br)s3)CC2)c1	-36	4	2	77	30	4	-2	76	-3	-4.0
COc1cccc(NC(=O)COc2ccc(N3CC(C(=O)NCC(C)C)CC3=O)cc2)c1 (centres undefined)	-51	-2	.	91	21	.	-13	96	-3	-1.6
CCC1(CC)C(=O)N(C)C(=O)NC1=NCc1ccccc1	-17	3	.	95	3	-26	-4	100	-8	-0.1
Cc1ccc(C(=O)Nc2ccccc2C(=O)N2CC3(C)CC2CC(C)(C)C3)cc1 (centres undefined)	-57	11	0	57	24	14	4	62	-13	1.2
CCOC(=O)C(C(=O)Nc1ccc(C)cc1)C1CCCCC1 (centres undefined)	-11	6	0	87	15	11	-9	75	5	-0.8
CCc1nnc(NC2=NCCC2)s1	-41	1	0	89	2	.	0	98	3	-0.1
Cc1c(C(=O)N/N=C/c2ccccc2)sc(=S)n1C	-42	-2	.	100	7	-91	-27	95	8	-0.4
COc1ccc(N/C(=C(/C(Cl)=C(Cl)Cl)[N+](=O)[O-])n2nnc3ccccc32)cc1OC	-11	2	0	94	52*	-4	-15	82	-2	-6.1
COc1cnc(SCc2c(Cl)cccc2Cl)nc1Cl	-12	5	.	88	25	17	-15	75	21	-1.6
CCCCC(=O)Nc1ccc(NC(=O)c2cccs2)cn1	1	5	.	103	14	10	.	99	8	1.3
Brc1ccc(-c2csc(NC3=NCCCCC3)n2)cc1	14	5	-6	79	17	.	-6	82	4	-2.4
Cc1ccc(S(=O)(=O)N2CCC(=O)N(CCOCc3cccc(C(F)(F)F)c3)CC2)cc1	-26	2	.	73	4	-29	6	73	4	-2.0
Cn1nc([N+](=O)[O-])nc1Oc1ccc(C(C)(C)C)cc1	-2	1	-2	85	6	.	2	88	-6	-0.2
CCOC(=O)c1[nH]c2ccc(OC)cc2c1NC(=O)CN1CCN(c2ccccn2)CC1	8	1	.	88	7	-30	-3	97	11	-4.2
CC(C)(C)c1ccc(-c2nc(NCc3cccnc3)c3ccccc3n2)cc1	0	-3	-1	69	3	.	-9	76	5	-6.3
Cc1ccccc1C(=O)c1cccn1CC(=O)O	-46	2	1	94	9	-8	-10	99	-3	-0.8
CCCn1c(=O)[nH]c(=O)c2c1nc(-c1ccc(OC(F)F)c(OC)c1)n2CCOC	-18	4	2	97	27	-11	-8	96	-7	-1.3
O=C(NCc1ccco1)C1(c2ccccc2)CCCC1	6	2	-2	78	6	-8	6	75	-3	-1.8
c1cncc(-c2noc(C34CC5CC(CC(C5)C3)C4)n2)c1	-48	4	.	84	9	-8	2	91	3	-0.6
Cc1cccn2c(=O)c(C=NCCO)c(NCc3ccco3)nc12	-40	2	0	96	1	18	-3	88	-11	-2.9
Cc1ccc2nc(-c3ccc(NC(=O)COC(=O)c4ccco4)cc3)sc2c1	-30	-1	1	22	8	9	0	16	-10	-4.4
COc1ccc(OCc2nn3c(-c4ccco4)nnc3s2)cc1	-7	5	0	102	6	-3	-17	91	-10	2.0
Cc1ccc2c(c1)nnn2C1CCN(CC(=O)Nc2ccccc2N2CCOCC2)CC1	-37	1	1	39	7	.	-9	48	-23	-2.8
CSc1ccc(/C=N/NC(=O)c2cccc(O)c2)cc1	-5	9	.	37	4	-25	-28	46	3	-3.2
Cc1ccc(NCc2nnc(SCC(=O)NCc3ccco3)n2CC2CCCO2)cc1Cl (centres undefined)	-56	0	.	92	3	4	-12	97	-2	-0.7
CC(C)CNC(=O)CSc1ccc(Cl)cc1	-49	1	1	93	10	-4	-11	105	5	0.2
CCOc1cc(Br)c(C(=O)O)cc1OC	-36	2	-2	90	17	.	-2	101	-5	-0.2
O=C(CSc1nc2ccccc2[nH]1)N1CCN(S(=O)(=O)c2ccc(Cl)cc2)CC1	-8	2	0	82	15	68*	-7	75	-9	0.6
CCOc1ccc(N(CC(=O)Nc2ccc(OC)cc2)S(=O)(=O)c2c(C)noc2C)cc1	-6	-1	0	95	12	.	-12	104	16	-3.1
Cc1ccccc1NC(=S)NCCc1ccc(S(N)(=O)=O)cc1	-6	1	-8	90	6	.	4	96	19	-1.5
O=C(CSc1nnc(CNC(=O)c2cccs2)o1)NCCc1ccccc1	-47	2	.	95	10	-21	0	100	-1	-3.1
Cc1cccc(NC(=O)c2cc3n(n2)C(C(F)(F)F)CC(C2CC2)N3)c1C (centres undefined)	-16	-1	1	96	6	-12	-9	102	-7	0.6
COC(=O)Cn1c(=NC(=O)c2cc(OC)cc(OC)c2)sc2cc(OC)ccc21	-4	2	-12	78	2	.	-3	80	0	-0.1
CN1c2ccccc2C(C)(C)C12CC(c1cccc(S(=O)(=O)N3CCCC3)c1)=NO2 (centres undefined)	5	1	4	74	54*	.	2	79	16	-0.1
CC(=O)Nc1cccc(Oc2ncnc3scc(-c4ccc(C)cc4)c23)c1	-25	3	-7	70	10	13	-2	67	-5	-3.7
COC(=O)/C=C1\SC(=NC(=O)c2cccc(Cl)c2)NC1=O	-20	2	.	103	8	-35	-7	91	9	-1.5
Cc1ccc(C)c(N/C(N)=N/c2nc(C)cc(C)n2)c1	-11	3	.	69	16	11	2	59	17	-4.8
c1ccc(CN2CCN(C(c3ccccc3)c3nnnn3Cc3ccccc3)CC2)cc1 (centres undefined)	-18	5	.	93	6	-21	.	75	9	0.4
COc1cc(C(C[N+](=O)[O-])c2c(C)[nH]c3ccccc23)ccc1O (centres undefined)	-15	-1	-2	87	10	7	0	81	17	-3.2
CN(c1ccc(C(=O)N2CCCCC2)cc1)S(=O)(=O)c1ccccc1	-23	2	0	82	4	-9	-4	82	18	-2.2
COc1cccc(CSc2nnc(CSc3nc4nc(C)cc(C)n4n3)s2)c1	-4	5	0	93	12	3	-5	87	-8	-1.6
O=C(NCc1ccco1)c1ccc2ccccc2c1	-43	2	0	83	4	-22	-18	91	2	0.1
CCn1cc(C(=O)NC2CCC(C)CC2)c(=O)c2cc(S(=O)(=O)N3CCCCC3)ccc21 (centres undefined)	-19	0	0	66	91*	.	-10	57	-4	-3.1
COC(=O)COc1ccsc1C(=O)OC	-6	0	.	99	2	23	-7	93	2	1.7
COc1ccc(NS(=O)(=O)c2ccc3c(c2)Cc2ccccc2-3)cn1	-41	8	-3	79	2	-18	-3	76	8	0.9
CCn1c(=S)[nH]c2cc(C(=O)OC)ccc2c1=O	-35	2	0	89	9	-5	-1	104	6	-2.7
CNC(=S)N/N=C/c1cc(C)n(-c2ccc(Cl)c(Cl)c2)c1C	-28	9	0	86	11	23	2	82	-2	-2.3
Cc1ccc2cc(CN(Cc3ccccc3)Cc3nnnn3C3CCCC3)c(=O)[nH]c2c1	-41	7	0	15	5	.	-11	15	-9	-2.8
Cc1c(Cl)cnc(NC(=O)COC(=O)C(NC(=O)c2ccco2)C(C)C)c1Cl (centres undefined)	-51	0	.	80	2	-3	12	75	-5	-1.2

Bioassay records from PubChem BioAssay.
